Screens as filed in PubChem.
GRK2 aptamer HTS = blocks RNA aptamer binding to human GRK2; 330,000 tested, 0.59% active; inhibition of aptamer binding, % at 10 µM; P25098; bead flow cytometry, FAM-aptamer displacement from GRK2;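 active = inhibition of aptamer binding above 40%, roughly 3 SD of noise, on plates passing a quality check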;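 note: median bead fluorescence of bound FAM aptamer so fluorescent compounds give negative values; no value below 0 was filed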
RPL19A TOR yeast = yeast TOR pathway RPL19A-GFP modulation; S. cerevisiae RPL19A-GFP strain, flow cytometry, 3 h; stronger effect = lower value; 330,000 tested, 0.3% active; percent response vs DMSO, % at 10 µM; AID 2025;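 active = percent response vs DMSO below 50%; inconclusive = fewer than 70 events counted for the yeast strain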;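 note: median channel GFP fluorescence of the barcoded RPL19A-GFP strain; ratio of sample median GFP to plate DMSO average so 100% = DMSO; lower means less RPL19A-GFP as with rapamycin TOR inhibition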
VLA-4 inh = inhibition in a human VLA-4 binding assay | VLA-4 expressing cells, ligand binding flow cytometry | inhibition, % (about 7 µM as worked out from the volumes in the protocol) | 330,000 tested, 0.2% active; in the data active = inhibition above about 50%
Target sequence (P13612 whole entry, looked up): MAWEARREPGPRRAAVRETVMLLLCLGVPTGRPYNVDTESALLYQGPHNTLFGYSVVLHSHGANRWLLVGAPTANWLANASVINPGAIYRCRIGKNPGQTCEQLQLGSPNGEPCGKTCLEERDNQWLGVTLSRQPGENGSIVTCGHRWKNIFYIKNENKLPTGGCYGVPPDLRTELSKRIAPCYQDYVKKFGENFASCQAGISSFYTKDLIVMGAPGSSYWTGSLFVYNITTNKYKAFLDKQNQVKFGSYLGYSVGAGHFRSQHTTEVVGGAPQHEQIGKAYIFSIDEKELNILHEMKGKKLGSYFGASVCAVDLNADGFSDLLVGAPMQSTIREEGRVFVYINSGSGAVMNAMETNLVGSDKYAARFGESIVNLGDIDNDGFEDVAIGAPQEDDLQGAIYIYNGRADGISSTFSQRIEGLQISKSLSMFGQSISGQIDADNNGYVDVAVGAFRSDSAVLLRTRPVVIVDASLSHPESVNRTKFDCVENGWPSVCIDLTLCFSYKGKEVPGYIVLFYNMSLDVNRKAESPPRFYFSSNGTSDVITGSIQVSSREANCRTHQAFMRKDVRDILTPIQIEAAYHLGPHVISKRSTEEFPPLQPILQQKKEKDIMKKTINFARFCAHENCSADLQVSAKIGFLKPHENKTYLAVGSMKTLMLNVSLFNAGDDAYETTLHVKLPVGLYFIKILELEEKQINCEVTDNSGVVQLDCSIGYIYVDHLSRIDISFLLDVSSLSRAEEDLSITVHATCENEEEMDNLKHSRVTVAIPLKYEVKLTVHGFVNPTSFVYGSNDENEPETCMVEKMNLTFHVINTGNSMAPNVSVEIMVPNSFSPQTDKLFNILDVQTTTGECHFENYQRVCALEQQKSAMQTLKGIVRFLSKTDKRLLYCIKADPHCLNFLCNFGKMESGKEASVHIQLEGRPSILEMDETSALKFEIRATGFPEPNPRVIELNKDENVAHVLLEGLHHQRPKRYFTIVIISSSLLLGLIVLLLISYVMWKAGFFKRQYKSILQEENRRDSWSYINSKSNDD
AGP1-GFP MLPCN = yeast TOR pathway AGP1-GFP modulation | S. cerevisiae AGP1-GFP multiplex flow cytometry, 3 h; GFP as percent of DMSO wells | GFP response vs DMSO, % at 10 µM | 320,000 tested, 0.02% active | AID 2066;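 active = GFP response relative to DMSO above a set limit, near screen average plus 3 SD, cut at about 150% in these data; inconclusive = fewer than 70 cells counted for the yeast strain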;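 note: median GFP channel fluorescence of the gated AGP1 strain per well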
GASC-1 inh = human JMJD2C demethylase inhibition. Q9H3R0. GST-JMJD2C(1-420) H3K9me3 demethylation, DELFIA europium. inhibition, % at 2.35 µM. 330,000 tested, 0.069% active. AID 2099;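 active = more than half of a compound's replicate wells show inhibition beyond 50%, single wells judged on their own value; inconclusive = some, but no more than half, of replicates pass 50% inhibition; inactive = no replicate passes 50% inhibition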;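 note: signal counts dimethyl H3K9 product captured on neutravidin plate; 0% = median of DMSO wells and 100% = 0.3 times that DMSO median; strong numbers were not always called active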
LAP4-GFP MLPCN = yeast TOR pathway LAP4-GFP modulation. S. cerevisiae LAP4-GFP multiplex, flow cytometry GFP, 3 h; median GFP as percent of DMSO wells. GFP response vs DMSO, % at 10 µM. 320,000 tested, 0.34% active. AID 2023;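 active = GFP response vs DMSO above a set limit, about the screen mean plus 3 SD, cut at about 150% in these data; inconclusive = under 70 cell events counted for the yeast strain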
MEP2-GFP yeast = alters MEP2-GFP fluorescence in TOR pathway yeast screen. S. cerevisiae MEP2-GFP strain, flow cytometry GFP, 3 h; 100% = DMSO control level. 330,000 tested, 0.51% active. AID 2016. GFP response vs DMSO, % at 10 µM;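 active = GFP response versus DMSO above a set limit, roughly screen mean plus 3 SD, cut at about 180% in these data; inconclusive = fewer than 70 cells counted for a yeast strain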;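 note: median GFP fluorescence of the barcode-gated MEP2-GFP cells per well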
CIT2 TOR yeast = alters CIT2-GFP fluorescence in TOR pathway yeast screen | S. cerevisiae CIT2-GFP strain, flow cytometry, 3 h; 100 means same as DMSO wells | GFP response vs DMSO, % at 10 µM | 320,000 tested, 0.065% active | AID 2029;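 active = GFP response relative to DMSO above a set limit, near the screen mean plus 3 SD, cut at about 150% in these data; inconclusive = Fewer than 70 cells measured for a yeast strain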;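 note: ratio of well median GFP fluorescence to mean of DMSO wells on the plate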
* hit, by the source's call; i = inactive; ? = inconclusive; · = no result given.

compound,VLA-4 inh,MEP2-GFP yeast,LAP4-GFP MLPCN,GASC-1 inh,CIT2 TOR yeast,GRK2 aptamer HTS,RPL19A TOR yeast,AGP1-GFP MLPCN
CCOc1ncccc1C(=O)OCC(=O)c1ccc[nH]1,-5.5,96.7,·,3.6,81.7,7.0,94.0,90.7
CN(C)CCCCOc1ccccc1-c1ccccc1,9.8,103.1,104.7,-0.8,100.1,0.0,101.7,100.8
c1cncc(-c2nnc3n2CCC3)c1,-9.1,101.2,102.1,-8.2,99.1,0.0,95.5,98.2
O=c1oc2cc(OCc3ccc(C(F)(F)F)cc3)ccc2cc1-c1ccccn1,12.8,110.3,103.9,2.7,106.6,0.0,99.6,104.5
CCC(c1nnnn1CCOC)N1CCN(C(=O)c2ccco2)CC1 (stereo not drawn),23.5,109.0,105.9,7.2,102.2,0.0,102.3,99.8
C=CC[C@@H](Cc1ccc(F)cc1)C(=O)OC[C@@H]1CCCN1C(=O)[C@@H](CC=C)CC(=O)N(CCO)Cc1ccccc1,13.6,99.1,101.5,-3.5,106.4,0.0,107.1,107.1
CCOC(=O)N1CCN(CCC(=O)Nc2cccc(C)c2)CC1,2.9,107.3,92.8,-5.4,100.6,1.0,103.4,96.5
C=C(C)C1CC=C(C)/C(=N\NC(=S)Nc2ccc(C)cc2)C1 (stereo not drawn),37.8,100.9,94.5,·,98.2,1.0,101.3,96.4
COC(=O)c1cc(-c2c(C)oc3cc(O)ccc3c2=O)c(C)o1,6.2,105.6,97.0,-2.2,102.0,0.0,98.0,108.6
Cc1ccc2c(NC(=O)c3ccco3)cccc2n1,4.0,104.3,80.0,10.7,113.7,6.0,110.7,103.7
O=C(CCc1c[nH]c2ccccc12)N1CCCC1,3.6,109.7,99.0,5.0,100.4,7.0,105.8,101.1
CCN(CC)S(=O)(=O)c1cc(NC(=O)CSc2n[nH]c(N)n2)ccc1C,13.9,102.4,102.0,-5.4,98.9,0.0,104.5,100.5
CCN1CCCC1CNC(=O)c1c(O)c2c([nH]c1=O)CCCC2 (stereo not drawn),-9.5,99.7,97.8,67.6,99.5,0.0,97.8,99.9
CCNS(=O)(=O)c1ccc(OC)c(C(=O)NC2CCCCC2)c1,5.0,101.9,99.2,0.3,100.1,2.0,103.0,102.8
Cc1ccc(S(=O)(=O)CCc2nnc(NC(=O)c3ccccn3)s2)cc1,0.2,103.3,96.3,-11.2,98.3,2.0,104.1,91.2
O=C(O)c1c[nH]c(=O)c2ccccc12,0.6,104.7,89.5,9.3,105.6,1.0,101.3,96.5
CCCOC(=O)c1ccc(NC(=O)CCOc2ccccc2)cc1,6.7,99.7,107.2,10.0,97.9,3.0,99.7,98.3
O=C(Nc1ccc(N2CCCCC2)cc1)c1ccccn1,11.1,97.4,105.2,-3.9,92.0,0.0,94.4,107.8
CCCCN(C)S(=O)(=O)c1ccc(C(=O)Nc2nnc(CSC)o2)cc1,-2.3,88.5,·,-2.0,79.3,3.0,90.6,88.8
CCOC(=O)c1c(N)c2cc([N+](=O)[O-])ccc2n1C,0.7,110.4,101.6,-7.1,100.4,6.0,102.8,99.4
Cc1cc(C(=O)Nc2cccnc2Cl)on1,-3.0,105.0,110.2,-4.2,105.5,0.0,101.8,·
CC[n+]1ccc(/C=C2\Sc3ccccc3N2CCCS(=O)(=O)[O-])c2ccccc21,10.5,101.1,107.7,-1.7,100.6,2.0,99.9,108.1
COc1ccc(CN2CCC(n3nccc3NC(=O)CCOc3ccccc3)CC2)cc1C,-14.5,112.3,87.1,-7.9,·,0.0,103.2,99.0
Cc1cccc(OCC2=N/C(=C\N(C)C)C(=O)O2)c1,-11.1,106.1,?,4.9,103.6,0.0,90.4,91.9
CCOC(=O)C1(CCOc2ccccc2)CCN(Cc2ccc3nonc3c2)CC1,0.0,106.9,99.4,3.3,106.3,0.0,103.2,106.7
COc1ccc(N(CC(=O)NCCc2ccccc2)C(=O)c2csnn2)cc1OC,3.5,92.1,95.8,5.4,101.9,1.0,95.1,98.0
O=C(NC(Cc1ccccc1)C(=O)NC1CC1)OCc1ccccc1 (stereo not drawn),2.7,88.4,97.5,-2.2,90.8,0.0,95.3,95.5
COc1ccc(-c2nnc(SCC(=O)NC(=O)NCc3ccco3)o2)cc1,-8.6,94.1,91.6,-15.5,104.8,0.0,94.8,93.6
Nc1ccc(Sc2ccc([N+](=O)[O-])cc2)cc1,10.5,86.1,106.2,-1.5,85.6,0.0,110.2,92.3
COc1ccc(CC(=O)Nc2cc(S(=O)(=O)N3CCOCC3)ccc2N2CCCC2)cc1OC,3.0,101.1,92.2,4.6,112.9,0.0,97.9,99.9
Cc1cccc(C)c1-n1cccc1/C=C1/C(=N)N2C(=NC1=O)SN=C2S(C)(=O)=O,3.4,109.0,94.2,3.1,107.1,6.0,101.9,98.2
Cc1ccc(-n2ncc3c(N4CCCC4)ncnc32)c(C)c1,2.6,101.9,99.6,-1.7,98.4,0.0,96.6,93.0
CCOc1ccccc1N1CC(C(=O)NCCc2ccc(S(N)(=O)=O)cc2)CC1=O (stereo not drawn),5.2,101.2,89.9,3.1,114.3,3.0,96.6,103.8
Cc1noc(C)c1C(=O)NCc1ccccc1Br,9.3,99.3,96.0,-8.6,97.4,3.0,95.3,97.5
CCN(CC(=O)N1CCN(Cc2ccccc2)CC1)S(=O)(=O)c1ccc(C)cc1,6.8,94.8,87.4,0.2,91.4,1.0,95.6,91.3
CC(=O)N1Cc2cc(N)ccc2Oc2ccccc21,-5.1,104.2,90.8,6.1,100.5,1.0,107.6,97.9
COc1ccc(-c2csc(NC(=O)c3cc(-c4cccs4)nc4ccccc34)n2)c(OC)c1,-12.1,95.7,99.6,1.4,88.8,1.0,103.5,100.9
COc1ccc(C(=O)NCCC2=CCCCC2)cc1OC1CCN(C(C)C)CC1,-5.4,111.7,112.2,-3.6,116.1,0.0,110.2,114.6
COc1ccccc1CC(Cc1nc2ccccc2[nH]1)c1nc2ccccc2[nH]1 (stereo not drawn),36.4,100.9,95.3,-48.0,91.0,0.0,94.9,98.1
Cc1ccccc1-c1noc(-c2ccccc2C(=O)O)n1,-2.5,104.0,103.9,-5.5,104.0,4.0,109.2,100.9
O=C(O)c1cccc(-n2nnnc2SCc2ccccn2)c1,1.2,92.6,91.4,-1.2,92.0,0.0,94.4,96.2
CN(C(=O)c1ccncc1)C1CC(C)(C)N(O)C(C)(C)C1,0.8,90.1,91.3,-30.1,100.3,1.0,94.0,94.9
Cc1ccc(S(=O)(=O)NCCC(=O)NNC(=O)COc2ccccc2Cl)cc1C,-4.5,97.1,98.3,-6.5,81.3,14.0,93.4,94.8
COc1cc(CC(=O)Nc2nc(C)cs2)cc(OC)c1OC,0.8,106.8,98.3,-21.3,110.1,0.0,110.0,113.0
CC(=O)Nc1ccc2c(c1)C(=O)c1ccccc1C2=O,-9.9,100.3,105.2,4.9,92.8,0.0,97.5,95.5
Cc1onc(-c2ccccc2)c1-c1nc2ccccc2c(=O)o1,15.0,96.5,79.8,-1.7,·,0.0,101.2,87.6
Cc1ccc(C(=O)NC(NC(=O)c2ccc(C)cc2)C(Cl)Cl)cc1,-2.5,100.0,100.3,17.5,96.5,2.0,102.2,97.6
Cc1ccc2c(c1)C(c1ccccc1)N(C(=O)c1ccc(Br)o1)CC(=O)N2 (stereo not drawn),-0.8,100.6,90.3,0.6,96.5,0.0,88.7,84.2
Cc1ccc(-c2c(C#N)c(N)nc3c2CCCCC3)cc1,0.1,96.7,92.0,-10.9,105.2,3.0,98.6,97.4
CCN(CC)c1ccc(NC(=O)CCCCC(=O)Nc2ccc(N(CC)CC)cc2)cc1,9.1,102.8,107.0,15.7,106.1,0.0,97.1,108.5
COc1cccc(NC(=O)CN(C)C(=O)c2cc(-c3ccc(C)o3)nc3ccccc23)c1,-0.4,99.8,95.0,-1.8,87.4,0.0,98.4,96.9
O=C(O)C(=O)Nc1ccc(NC(=O)C(c2ccccc2)c2ccccc2)cc1,25.0,95.5,94.8,0.4,91.4,1.0,100.9,91.7
COc1cc2c(cc1OC)-c1cc(Nc3ccc(C)cc3)nc(=O)n1CC2,10.4,106.3,87.2,-38.7,96.0,1.0,101.2,97.2
Cc1ccc(C(=O)C2=C(O)C(=O)N(c3ncccn3)C2c2ccc(Br)cc2)o1 (stereo not drawn),-0.6,101.6,110.8,5.7,94.2,0.0,95.8,102.8
Cc1c(CCC(=O)N2CCC[C@H]2C(=O)O)c(=O)oc2c(C)c3oc4c(c3cc12)CCCC4,12.0,104.6,111.4,i,97.0,4.0,98.9,102.9
COc1ccc(OCC(=O)N/N=c2\oc3c(OC)cccc3cc2C(N)=O)cc1,-5.2,102.5,95.4,-4.3,99.7,4.0,101.4,101.5

The list continues:
compound,VLA-4 inh,MEP2-GFP yeast,LAP4-GFP MLPCN,GASC-1 inh,CIT2 TOR yeast,GRK2 aptamer HTS,RPL19A TOR yeast,AGP1-GFP MLPCN
COc1ccc(S(=O)(=O)Nc2cc3c4c(c2)CCC(=O)N4CCC3)cc1,2.8,119.4,125.0,26.3,100.7,1.0,98.5,111.2
CC(=O)C1=C(O)C(=O)N(c2ccc(O)cc2)C1c1ccccc1F (stereo not drawn),-25.0,97.3,94.9,5.8,99.4,0.0,100.7,97.6
Cc1ccc(/C=C/C(=O)OC(C)C(=O)Nc2ccc(Cl)cn2)o1 (stereo not drawn),13.7,99.2,89.3,7.4,92.7,0.0,100.2,92.6
O=C(O)c1ccc(OCCN2CCCC2=O)cc1,5.9,105.6,90.1,-9.8,97.8,6.0,104.0,95.2
O=C(c1cccs1)N(C(=O)c1cccs1)c1ccccn1,9.7,84.9,86.7,9.9,·,0.0,96.9,83.9
Cc1cccc(NC(=O)c2sc3nc(-c4ccccc4)cn3c2C)n1,-14.9,93.5,130.7,16.9,93.3,0.0,88.9,103.5
COc1cc2c(cc1OC)CN(C(=O)c1ccccc1C(=O)O)CC2,1.7,94.2,103.5,-3.7,105.1,1.0,97.8,101.5
O=C(COc1cccnc1[N+](=O)[O-])Nc1ncc(Cl)cc1Cl,-23.5,115.3,105.1,5.7,86.9,12.0,97.2,100.4
C=CCC[C@@H](Cc1ccc(F)cc1)C(=O)OC[C@@H](Cc1c[nH]c2ccccc12)NC(=O)[C@@H](CC=C)CC(=O)N[C@H](CO)Cc1ccccc1,16.2,103.0,105.7,16.5,96.4,0.0,102.9,107.0
Cc1ccc(C(=O)NCc2ccccc2)c(F)c1F,6.2,83.2,94.9,-1.5,62.7,0.0,94.8,73.3
COc1ccc(N2CCN(C(CNC(=O)C(=O)NCCCn3ccnc3)c3ccco3)CC2)cc1 (stereo not drawn),2.4,100.6,100.9,0.1,101.9,0.0,95.3,102.2
O=C(NC1CCCCC1)c1ccc([N+](=O)[O-])o1,12.5,95.7,99.6,-11.2,92.0,0.0,109.2,93.0
COc1ccc(NC(=O)C(NC(=O)Cc2cccs2)c2ccccc2)cc1 (stereo not drawn),-4.8,103.3,97.5,6.4,95.6,0.0,104.4,102.2
COCCNC(=O)NC1(C(F)(F)F)Oc2ccc(Cl)cc2O1 (stereo not drawn),43.8,106.6,103.7,-10.5,95.3,8.0,102.1,104.2
